KOR beta-arrestin-1: KOR antagonists, beta-arrestin recruitment, cell-based, luminescence, uHTS (AID 1778). KOR beta-arrestin recruitment, luminescence, antagonist mode; higher % means a stronger effect. one-dose inhibition, % at 10 µM; IC50 in µM for titrated hits. 290,000 tested, 0.091% active; in the data active = inhibition above about 50%; note: strong numbers were not always called active
T cell HTS: modulators of CD8 T cell-vesicle binding, primary screen, mouse 2C CD8+ T cells, flow cytometry | AID 2052, 2009 | 330,000 tested, 0.068% active | 2C CD8+ T cell-vesicle binding; stronger effect = lower value | calls only at 7 µM;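 active = response, share of CD8 T cells binding vesicles, and their 90th percentile fluorescence all below set limits, cut at about 80% in these data, passing the limit was not always enough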
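Assay system: 2C TCR transgenic mouse naive CD8+ T cells, MACS-purified | Read-out: CD8+ gate FL2 mean fluorescence as % of same-row positive control | Signal: High-throughput flow cytometry with anti-B7-1 and anti-CD8 staining | Timing: Binding step 1.5 h, 37 °C, antibody labelling 20 min, ice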
GPR55 antagonists: GPR55 antagonists blocking LPI-driven arrestin recruitment, primary screen, imaging, U2OS, beta-arrestin-GFP, LPI agonist (AID 2013); 290,000 tested, 0.13% active; U2OS GPR55 beta-arrestin-GFP translocation imaging, LPI antagonism; higher % means a stronger effect; inhibition, % at 10 µM, or IC50 in µM where a hit was titrated; G-protein coupled receptor 55 (Homo sapiens);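 active = spots per cell inhibited over 60%, with over 100 cells counted and total cytoplasm intensity under 500,000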;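 note: U2OS cells stably carrying GPR55 and arrestin-GFP stimulated by 5 µM LPI near EC80; imaged beta-arrestin-GFP aggregate spots per cell after agonist stimulation; plate controls were LPI-stimulated DMSO wells for no effect and DMSO wells without LPI for full effect; some results filed as inactive read as strong as hits; confirmed hits need IC50 under 10 µM and bright autofluorescent wells are also inconclusive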
NTR1 ag: agonists of NTR1, primary screen, imaging, U2OS cells, beta-arrestin-GFP, high content (AID 493036); Neurotensin receptor type 1 (Homo sapiens), P30989; NTR1-U2OS beta-arrestin-GFP spot imaging, agonist mode; activation, % at 20 µM; 330,000 tested, 0.17% active;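 active = activation at or above 40% of the spot to cytoplasm intensity ratio, with at least 20 cells analyzed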;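 note: 0% = DMSO without peptide and 100% = 100 nM NTR1 peptide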
Target sequence (P30989 whole entry, looked up): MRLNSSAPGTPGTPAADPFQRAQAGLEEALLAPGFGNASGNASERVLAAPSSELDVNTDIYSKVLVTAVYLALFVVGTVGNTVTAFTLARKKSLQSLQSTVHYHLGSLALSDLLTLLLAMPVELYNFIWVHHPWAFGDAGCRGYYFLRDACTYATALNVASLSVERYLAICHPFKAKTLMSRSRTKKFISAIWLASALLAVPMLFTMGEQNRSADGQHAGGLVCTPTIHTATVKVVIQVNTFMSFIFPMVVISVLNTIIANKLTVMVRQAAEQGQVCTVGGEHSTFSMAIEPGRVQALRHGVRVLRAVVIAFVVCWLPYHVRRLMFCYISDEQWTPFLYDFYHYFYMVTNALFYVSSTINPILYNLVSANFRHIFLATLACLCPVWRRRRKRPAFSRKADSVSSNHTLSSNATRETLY
West Nile antiviral: West Nile virus antiviral activity, cell-based, CPE readout (AID 1621); West Nile virus-infected cells, CPE inhibition; higher % means a stronger effect; CPE inhibition, % at 10 µM; hits with a dose series show IC50 in µM; 290,000 tested, 0.02% active; in the data active = a potency from the dose series; note: strong numbers were not always called active
PhoP inhibition: inhibitors of PhoP regulon expression, primary screen, Salmonella Typhimurium, GFP reporter (AID 1863); S. Typhimurium PhoP-regulated promoter GFP reporter, 4 h; higher % means a stronger effect; one-dose inhibition, % at 50 µM; IC50 in µM for titrated hits; 300,000 tested, 0.16% active;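 active = inhibition over 29.93%, a cutoff 3 SD above the screen mean, later confirmed by dose response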;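 note: 0% = low Mg2+ inducing control and 100% = high Mg2+ repressing control; strong numbers were not always called active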
GPR55 activation: GPR55 agonists via beta-arrestin recruitment, primary screen, imaging, U2OS cells, beta-arrestin-GFP redistribution (AID 1961); G-protein coupled receptor 55 (Homo sapiens); activation, % at 10 µM; hits with a dose series show EC50 in µM; 290,000 tested, 0.048% active; U2OS GPR55 beta-arrestin-GFP redistribution imaging; higher % means a stronger effect;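 active = activation above 40% with more than 50 cells counted in the well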;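 note: U2OS osteosarcoma cells stably expressing GPR55 and beta-arrestin-GFP; plate controls were DMSO negative control for no effect and LPI positive control for full effect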
GPR35 arrestin U2OS: GPR35 antagonists blocking zaprinast-driven arrestin recruitment, primary screen, imaging, U2OS, beta-arrestin-GFP, zaprinast agonist (AID 2058) | U2OS GPR35 beta-arrestin-GFP translocation imaging, zaprinast antagonism; higher % means a stronger effect | G-protein coupled receptor 35 (Homo sapiens) | one-dose inhibition, % at 10 µM; IC50 in µM for titrated hits | 290,000 tested, 0.052% active;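 active = inhibition of at least 50% with at least 30 cells and total cytoplasm GFP at most 10,000,000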
KOR beta-arrestin-2: KOR agonists, beta-arrestin recruitment, primary screen, cell-based, luminescence, uHTS (AID 1777) | Kappa-type opioid receptor (Homo sapiens) | KOR beta-arrestin recruitment, luminescence; higher % means a stronger effect | 280,000 tested, 0.02% active | activation, % at 10 µM, or EC50 in µM where a hit was titrated; in the data active = activation above about 50%, passing the limit was not always enough; note: a part of the inactive calls stands beside numbers as strong as those of hits
T cell HTS vesicle-bound %: recorded beside T cell HTS, whose call it bears; double positive events, %; measured here: CD8+ vesicle-bound cell fraction;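 binding gate set so that unloaded-vesicle control wells show 10% double positive cells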
NTR1 ag cell count 20 µM: also measured in NTR1 ag; calls as there; cell count; measured here: cell count, cytotoxicity flag
* hit, by the source's call; i = inactive; . = no result given; & = joins results of further samples; [ ] = remark or other dose.

Second line of a record: KOR beta-arrestin-1	T cell HTS	T cell HTS vesicle-bound %	GPR55 antagonists	NTR1 ag	NTR1 ag cell count 20 µM	West Nile antiviral	PhoP inhibition	GPR55 activation	GPR35 arrestin U2OS	KOR beta-arrestin-2
1: CC(=O)OCC(CCn1cnc2cnc(N)nc21)COC(C)=O
→ 2%	i	19	-4%	1.4	57	0.3%	-2%&-10%	-0.5%	22%	-3.0%
2: CC(C)CCNS(=O)(=O)c1cc2c3c(c1)CCN3C(=O)CC2
→ -61%	i	12	6%	-0.9	60	0.2%	-4%	-0.3%	-8%	-1.2%
3: O=C(Nc1cc(Cl)ccc1O)C1CC(c2c(F)cccc2Cl)=NO1 (stereo unspecified)
→ -28%[20 µM]	i	49	5%	0.8	50	-0.7%	12%	0.2%	8%	4.7%
4: COc1ccccc1NC(=O)Cn1cnc2sc(C(=O)Nc3ccc(OC)c(OC)c3)c(C)c2c1=O
→ 18%	i	29	10%	0.5	60	0.3%	-9%	-0.1%	-5%	-3.9%
5: CCC(C)(C(=O)Nc1ccccc1C)N(C(=O)CNC(C)=O)c1ccccc1C (stereo unspecified)
→ 7%	i	44	13%	-0.4	42	-0.4%	6%	0.0%	11%	0.7%
6: Cc1c(CNC(=O)c2cnn3c2NC(c2ccccc2)CC3C(F)(F)F)cnn1C (stereo unspecified)
→ 3%	i	14	-1%	1.4	39	-0.4%	6%	-0.3%	11%	-3.8%
7: Cc1cc2c(c(N3CCOCC3)n1)C(=O)OC2
→ -72%	i	45	5%	-1.6	30	-0.1%	14%	0.2%	-8%	10%
8: CCNC(=S)Nc1cccc([N+](=O)[O-])c1
→ 2%	i	30	14%	-1.3	46	-0.9%	8%	0.0%	8%	1.9%
9: CCC(=O)NC(C)c1nc2ccccc2n1C (stereo unspecified)
→ 15%	i	21	7%	-0.3	58	-0.2%	2%	0.8%	-14%	1.6%
10: COc1ccc(C(=O)[C@H]2[C@H]3C(=O)N(c4ccc(C)cc4)C(=O)[C@H]3C3C=CC=NN32)cc1 (stereo partly specified)
→ -20%	i	38	4%	0.4	59	-0.1%	-3%	0.6%	1%	5.4%
11: COc1ccc(CNC(=O)CCS(=O)(=O)c2ccc3c(c2)CCN3C(C)=O)cc1
→ -46%	i	28	-5%	-1.1	57	-0.3%	-5%	-0.2%	-5%	-1.5%
12: Cc1cccc2cc(CN(CC3CCCO3)C(=S)NCc3ccco3)c(=O)[nH]c12 (stereo unspecified)
→ 8%	i	15	-6%	1.2	44	-1.4%	-2%	0.6%	2%	5.2%
13: c1cc2c3c(cccc3c1)C(N1CCCCC1)=N2
→ -20%	i	26	3%	0.1	48	-0.3%	-2%	-0.2%	-2%	-1.3%
14: Cc1nnc(SCC(=O)c2ccc(Cl)cc2)n(N)c1=O
→ -34%	i	29	5%	-0.4	61	-0.3%	1%	0.2%	-15%	-4.8%
15: COc1ccc(C2c3ccc(O)cc3Oc3ncn(CC(C)C)c(=N)c32)cc1 (stereo unspecified)
→ -6%	i	50	2.3µM*	1.6	67	-1.1%	-6%	0.8%	5%	9.6%
16: Cc1nc(=O)c(-c2ccccc2)c(C)n1Cc1ccccc1
→ 16%	i	34	2%	0.0	39	0.3%	-1%	0.1%	3%	9.9%
17: Cc1ccc(C(=O)N2CCCC(C(=O)c3ccc(Cl)cc3C)C2)cn1 (stereo unspecified)
→ -12%	i	11	0%	2.8	65	-0.2%	5%	-0.1%	11%	5.7%
18: CCOC(=O)CNS(=O)(=O)c1ccc(S(=O)(=O)NC2CC2)cc1
→ 31%[20 µM]	i	17	20%	-0.8	68	0.0%	-1%	-0.1%	-6%	-0.8%
19: O=C(O)c1c2c(nc3ccc(F)cc13)CCC2
→ -4%	.	.	-2%	1.4	56	0.3%	0%	-0.2%	-3%	3.4%
20: NC(=O)NOCc1cccc(Cl)c1
→ -14%[20 µM]	i	2	1%	-0.5	43	0.9%	-5%	-0.1%	2%	3.7%
21: CC(C)Cc1csc(NC(=O)c2ccc(F)cc2)c1C(=O)O
→ -9%	i	43	4%	-0.4	41	-0.6%	0%	0.5%	-16%	10%
22: O=C(O)c1ccc(NC(=O)c2ccccc2NC(=O)c2ccccc2Cl)cc1
→ -44%[20 µM]	i	55	4%	2.3	48	-0.2%	-7%	0.0%	7%	-4.4%
23: COc1ccc(C(=O)COC(=O)C2CCC(=O)N2)cc1 (stereo unspecified)
→ -18%	i	26	3%	0.2	33	0.3%	-7%	-0.3%	8%	-1.1%
24: CCOC(=O)c1ccc(N2CCN(C(=O)c3ccccc3)CC2)c(NC(=O)c2ccco2)c1
→ -20%	i	45	1%	1.0	68	-0.3%	2%	-0.2%	6%	4.0%
25: O=C(CC(c1ccccc1)c1ccccc1)N1CCN(c2ccccn2)CC1
→ -11%[20 µM]	i	18	5%	-1.8	49	-1.2%	-7%	0.3%	-2%	.
26: Cc1[nH]c2ccccc2c1/C=N/Nc1cccc(C(=O)O)c1
→ 8%	i	39	5%	1.3	56	0.1%	-8%	1.4%	2%	2.7%
27: COc1ccc2[nH]cc(C(=O)CN3CC(C)CC(C)C3)c2c1 (stereo unspecified)
→ -1%	i	48	0%	-0.6	81	-0.2%	5%	0.0%	2%	-5.4%
28: C/C(=N/NS(=O)(=O)c1ccc(C)c(C)c1)c1c[nH]c2ccccc12
→ 12%	i	56	3%	0.5	66	-0.3%	-3%	0.2%	-15%	-2.0%
29: O=C1c2cccnc2Oc2ccc(Cl)cc2N1Cc1ccc(F)cc1
→ 28%	i	34	9%	0.9	103	-0.1%	13%	1.6%	14%	3.7%
30: NC(=O)c1ncc(C(F)(F)F)cc1Oc1cccc(F)c1
→ 0%	i	53	-2%	-0.5	47	0.2%	-9%	-0.1%	-9%	-5.3%
31: Clc1ccc(-c2nnc3c4ccccc4nc(N4CCOCC4)n23)cc1Cl
→ 7%	i	57	2%	2.7	89	.	-4%	0.0%	8%	2.2%
32: N#CCCn1cc(/C=C2\NC(=S)N(c3ccccc3)C2=O)c(-c2ccc(F)cc2)n1
→ -39%[20 µM]	i	60	10%	8.1	45	0.3%	2%	-0.1%	-8%	-1.2%
33: Cc1ccc2sc(NC(=O)CN3C(=O)CCC3=O)nc2c1C
→ 25%	i	43	3%	-2.4	77	0.1%	7%	0.2%	26%	0.7%
34: Cc1cc(OCC(=O)NC2CC2)c2c(C)cc(=O)oc2c1
→ -30%	i	25	3%	0.5	70	0.0%	-3%	-0.2%	-10%	-4.1%
35: COc1ccc(C(C(=O)NC(C)(C)C)N(C(=O)CCC(=O)Nc2cc(C)on2)c2ccc(C)c(C)c2)cc1 (stereo unspecified)
→ 0%	i	15	-1%	1.1	49	-0.8%	4%	0.2%	-22%	-0.8%
36: COCCn1c(SCC#N)nnc1-c1ccccc1
→ 15%	i	58	-13%	0.8	61	-0.1%	0%	-0.1%	12%	-6.7%
37: Cc1nn(-c2cc(C(F)(F)F)ccn2)c(=O)o1
→ 18%	i	29	8%	-1.1	62	0.3%	6%	-0.4%	-6%	-4.2%
38: Cc1ccccc1NC(=O)CCN1CCN(C)CC1
→ 15%[20 µM]	i	56	-2%	-0.1	52	0.2%	-6%	-0.1%	3%	-4.1%
39: O=C(Nc1cnc2ccccc2c1)N1CCOCC1
→ -2%	i	36	2%	2.2	50	0.6%	30%	1.0%	6%	-6.0%
40: C=CCSc1nc(C)c(CCCC)c(=O)[nH]1
→ -52%[20 µM]	i	36	8%	-0.7	35	1.6%	7%	-0.1%	14%	.

Results in KOR beta-arrestin-2, NTR1 ag cell count 20 µM and GPR55 activation, for two of the compounds above:
nr | Molecule | KOR beta-arrestin-2 | NTR1 ag cell count 20 µM | GPR55 activation
29 | O=C1c2cccnc2Oc2ccc(Cl)cc2N1Cc1ccc(F)cc1 | 3.7% | 103 | 1.6%
30 | NC(=O)c1ncc(C(F)(F)F)cc1Oc1cccc(F)c1 | -5.3% | 47 | -0.1%

The listing continues.
Second line of a record: KOR beta-arrestin-1	T cell HTS	T cell HTS vesicle-bound %	GPR55 antagonists	NTR1 ag	NTR1 ag cell count 20 µM	West Nile antiviral	PhoP inhibition	GPR55 activation	GPR35 arrestin U2OS	KOR beta-arrestin-2
41: CCn1cc(CNC(=O)C2CCC(=O)N(Cc3ccccc3F)C2)cn1 (stereo unspecified)
→ -3%	i	33	-13%	-1.4	71	-0.2%	7%	0.3%	8%	0.3%
42: COc1c(Cl)cc(Cl)cc1/C=N/NC(=O)c1nnn(-c2nonc2N)c1CN1CCC(C)CC1
→ -19%	i	27	5%	6.7	69	1.6%	-5%	-0.1%	-2%	4.8%
43: CC(=O)c1cccc(NC(=O)NC(C)C2CCCO2)c1 (stereo unspecified)
→ -16%	i	24	8%	-2.1	86	0.8%	2%	-0.1%	4%	-3.6%
44: COc1ccc(CCNc2oc(COc3ccccc3)nc2C#N)cc1
→ -17%	i	31	-7%	-3.8	76	.	7%	0.3%	-6%	2.9%
45: CCOC(=O)C1=C(C)N(c2ccccc2)C(=O)/C1=C\c1ccco1
→ -34%	i	16	-1%	2.3	50	-1.2%	-3%	-0.2%	19%	0.9%
46: OCCC1CN(C2CCC2)CCN1Cc1ccc(F)c(F)c1 (stereo unspecified)
→ -10%	i	64	1%	-1.0	60	-0.4%	-2%	-0.3%	8%	-3.0%
47: O=S(=O)([N-]c1nc2ccccc2nc1-[n+]1ccccc1)c1ccccc1
→ 16%	i	31	12%	0.9	76	0.0%	-5%	0.6%	-3%	0.1%
48: CCCCCCNC(=O)CC(NS(=O)(=O)c1ccc(OC)cc1)C(C)C (stereo unspecified)
→ -31%	i	13	1%	0.2	34	-1.8%	9%	-0.2%	-5%	3.3%
49: Cc1ccccc1NC(=O)C1(C)Cc2ccccc2C(=O)O1 (stereo unspecified)
→ 2%	i	41	-6%	-6.0	76	0.5%	4%	-0.5%	-6%	-1.0%
50: Cc1nn(-c2ccccn2)c(N)c1N=O
→ 11%	i	22	8%	3.8	49	0.4%	-6%	-0.1%	-2%	-2.9%
51: COC(=O)C1=CN(C2CC2)C=C(C(=O)OC)C1c1ccc(C(F)(F)F)cc1
→ -10%[20 µM]	i	42	14%	0.8	55	-0.9%	2%	0.2%	9%	.
52: COc1ccc(C)cc1NC(=O)c1ccc(NS(=O)(=O)c2cccc3cccnc23)cc1
→ 1%	i	18	-1%	2.3	53	0.0%	4%	-0.1%	-4%	4.5%
53: Cc1ccc(NC(=O)N(Cc2ccco2)Cc2cc3cc(C)cc(C)c3nc2Cl)cc1
→ -48%	.	.	-15%	.	.	.	-4%	-0.3%	4%	2.2%

From PubChem BioAssay
